Assay outcomes as filed in PubChem.
ssDAF12 agonist – S. stercoralis DAF-12 nuclear receptor activators, primary screen, cell-based, luminescence, HEK293, GRIP1 co-expression, lit1-tk-luc; 1% of 370,000 active; AID 652126, 2013; Nuclear hormone receptor DAF-12 (Strongyloides stercoralis); HEK293 ssDAF-12/GRIP1 lit1-tk-luc reporter; % of 3 µM dafachronic acid response; activation, % at 6.8 µM;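 active = activation above the mean over all tested compounds plus 3 SD, cut at about 0.9% in these data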;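 note: 0% = DMSO-only wells and 100% = 3 µM delta7-dafachronic acid wells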
PG9 Ab binder – binders of HIV-1 gp120 antibody PG9, primary screen, biochemical, TR-FRET | HIV-1 gp120 / PG9 antibody interaction | TR-FRET gp120-PG9 antibody binding | inhibition, % at 6.7 µM | 0.43% of 360,000 active | AID 624416, 2012; in the data active = inhibition above about 8.5%
Rev-erbA mod – modulators of Rev-erb alpha DNA binding, primary screen, biochemical, FITC-DNA, fluorescence polarization, uHTS; activity, % at 10 µM; Nuclear receptor subfamily 1 group D member 1 (Homo sapiens), P20393; 0.79% of 370,000 active; Rev-erbα–FITC-DNA binding, 90 min;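 active = activity above about 14%, limit read from the data; passing the limit was not always enough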;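 note: 0% = DMSO wells with 35 nM protein and 100% = DMSO wells with 750 nM protein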
Target sequence (P20393 whole entry, looked up): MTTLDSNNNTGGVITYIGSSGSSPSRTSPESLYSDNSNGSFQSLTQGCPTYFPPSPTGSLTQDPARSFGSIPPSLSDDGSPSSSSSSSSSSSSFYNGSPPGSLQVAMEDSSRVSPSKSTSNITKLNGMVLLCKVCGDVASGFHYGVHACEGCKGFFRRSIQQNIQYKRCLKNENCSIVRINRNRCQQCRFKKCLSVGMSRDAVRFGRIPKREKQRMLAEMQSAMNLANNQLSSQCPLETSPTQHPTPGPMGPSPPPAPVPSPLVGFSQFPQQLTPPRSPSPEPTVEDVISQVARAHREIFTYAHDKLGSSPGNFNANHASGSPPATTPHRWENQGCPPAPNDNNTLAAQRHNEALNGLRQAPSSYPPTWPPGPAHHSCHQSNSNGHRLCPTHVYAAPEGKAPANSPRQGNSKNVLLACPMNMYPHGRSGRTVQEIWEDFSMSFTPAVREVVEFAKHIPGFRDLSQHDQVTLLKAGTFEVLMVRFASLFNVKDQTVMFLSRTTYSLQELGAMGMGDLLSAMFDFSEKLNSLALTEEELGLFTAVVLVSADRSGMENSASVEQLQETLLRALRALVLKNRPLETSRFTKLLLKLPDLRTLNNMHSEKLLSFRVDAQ
DAX1 inh-1 – DAX1 (NR0B1) inhibitors on StAR promoter, primary screen, cell-based, luminescence, SF-1 (NR5A1), full-length DAX-1; HEK293T StAR-luciferase reporter, SF-1/DAX-1 repression relief; inhibition, % at 6.8 µM; 1.1% of 370,000 active; AID 652010, 2013;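 active = inhibition above the mean over all tested compounds plus 3 SD, cut at about 3.6% in these data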;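 note: 0% = DAX-1 cells with DMSO and 100% = cells lacking DAX-1 with DMSO; higher inhibition means more luminescence from relief of DAX-1 repression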
hgDAF-12 ag – H. glycines DAF-12 receptor agonists, primary screen, cell-based, luminescence, HEK293, GAL4 fusion, UAS-luciferase. HEK293 GAL4-hgDAF12 UAS-luciferase reporter, agonist luminescence; normalized to butyrate control. activation, % at 6.8 µM. 1.8% of 370,000 active. AID 687014, 2013;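 active = activation above a cutoff set at the mean of all screened compounds plus 3 SD, cut at about 10% in these data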;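 note: 0% = DMSO wells and 100% = sodium butyrate wells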
hcDAF-12 act – H. contortus DAF-12 nuclear receptor activators, primary screen, cell-based, luminescence, HEK293, lit1-tk-luc reporter; 1.4% of 370,000 active; AID 652067, 2013; activation, % at 6.8 µM; HEK293 hcDAF-12 lit1-tk-luc reporter; 0% DMSO, 100% Δ7-dafachronic acid;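 active = activation above the mean of all tested compounds plus 3 SD, cut at about 5.5% in these data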;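 note: 100% = response to 3 µM Δ7-dafachronic acid high control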
HGIII-sPLA2 inh – human group III sPLA2 inhibitors, primary screen, biochemical, QFRET, BODIPY PC-A2 liposome substrate | QFRET BODIPY PC-A2 liposome hydrolysis, fluorescence | inhibition, % at 12.2 µM | 0.56% of 370,000 active | AID 743126, 2013;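 active = inhibition above mean plus 3 SD of compounds lying within the high and low control bounds, cut at about 19% in these data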;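 note: 0% = median of test compound wells and 100% = no enzyme DMSO wells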
SMARCA2 activ – SMARCA2 (BRM) function activators, primary screen, cell-based, luminescence, high throughput | MG213 cells, MMTV-luciferase reporter, dexamethasone, overnight | activation, % at 9.1 µM | 1% of 370,000 active; in the data active = activation above about 7.8%;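 note: 0% = vehicle wells and 100% = reference activator wells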
PLC-beta3 inh – human PLC-beta3 inhibitors, primary screen, biochemical, fluorescence | inhibition, % at 12.2 µM | AID 720704, 2013 | 1-phosphatidylinositol 4,5-bisphosphate phosphodiesterase beta-3 (Homo sapiens), Q01970 | 0.18% of 370,000 active | Purified PLC-beta3, fluorogenic substrate; in the data active = inhibition above about 11%;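 note: 0% = median of compound wells on plate and 100% = full blocker control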
FXN GAA850 act – FXN promoter activators, primary screen, cell-based, luciferase luminescence, HEK293 lucGAA850. AID 540364, 2011. activation, % at 6 µM. 0.56% of 360,000 active. HEK293 lucGAA850 FXN promoter luciferase reporter, 24 h; percent of 10 µM SAHA response;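 active = activation above the average of all compounds screened plus 3 SD, cutoff fixed separately per campaign, cut at about 7.5% in these data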;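 note: 0% = DMSO wells and 100% = 10 µM SAHA wells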
DAX1 inh-2 – DAX1 (NR0B1) inhibitors, primary screen, cell-based, HEK293, Gal4-DAX1, luciferase luminescence. HEK293 Gal4-DAX1 luciferase reporter. 0.99% of 340,000 active. inhibition, % at 6.75 µM. AID 504766, 2011;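 active = inhibition above the mean over all tested compounds plus 3 SD, cut at about 4.2% in these data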;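 note: 0% = DAX1-transfected cells with DMSO and 100% = empty-vector control cells with DMSO; inhibition shows as a rise in luminescence from relieved DAX1 repression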
Target sequence (P51843 207-470 limits assumed): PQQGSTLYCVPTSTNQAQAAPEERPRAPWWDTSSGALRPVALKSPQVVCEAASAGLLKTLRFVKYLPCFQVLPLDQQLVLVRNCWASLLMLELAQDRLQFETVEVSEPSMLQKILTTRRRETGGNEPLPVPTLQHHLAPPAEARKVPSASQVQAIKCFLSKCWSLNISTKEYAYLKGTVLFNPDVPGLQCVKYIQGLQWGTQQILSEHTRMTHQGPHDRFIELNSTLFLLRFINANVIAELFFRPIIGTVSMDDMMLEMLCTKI
Starred values were filed as active, the others as inactive; i = inactive; . = no result given.

The line under a structure holds: ssDAF12 agonist, PG9 Ab binder, Rev-erbA mod, DAX1 inh-1, hgDAF-12 ag, hcDAF-12 act, HGIII-sPLA2 inh, SMARCA2 activ, PLC-beta3 inh, FXN GAA850 act, DAX1 inh-2
#1 CSCCC(NS(=O)(=O)c1ccc2c(c1)OCCO2)C(=O)N(C)Cc1ccc(F)cc1 (stereo not given)
    -0.9, 1.7, -7, -3.7, -4.3, 1.3, -5, -2, -7, -3.9, -0.3
#2 CN(CC(=O)Nc1ccc(Cl)c(C(F)(F)F)c1)C(=O)/C=C/c1ccco1
    -1.4, 0.9, 4, -0.5, -0.7, -1.1, -6, -2, -1, 0.1, 0.1
#3 COc1cccc(C(=O)c2c(C)c(CCC#N)n3ccccc23)c1OC
    -0.8, 0.2, -5, 0.2, -2.5, -2.0, 4, 1, 0, 1.6, 1.1
#4 Cc1noc(C)c1CCC(=O)NC1CCCN(Cc2ccc(CC(C)C)cc2)C1 (stereo not given)
    -1.3, -0.5, -5, -0.5, -4.3, -1.9, 0, -1, -2, 0.8, -1.1
#5 C[C@@H]1CN([C@@H](C)CO)C(=O)CCCn2nncc2CO[C@@H]1CN(C)C(=O)c1ccncc1
    -1.3, -0.7, -4, -0.2, 1.5, 0.6, -2, 3, 3, 0.1, 0.0
#6 O=C(c1cc(-c2cccc(Cl)c2)on1)N1CCN(c2ccc(F)cc2)CC1
    -1.2, -1.9, -3, -0.3, -2.8, 1.1, 6, -1, 2, 1.9, -0.1
#7 CC(C)C[C@H](NC(=O)NCc1ccccc1Cl)C(=O)O
    0.0, -1.7, 2, 0.6, -0.2, 3.1, -1, -2, 0, 2.4, -0.2
#8 CCOC(=O)c1[nH]c(C)c(/C(O)=C2\C(=O)C(=O)N(CCN(C)C)C2c2ccc(C)o2)c1C (stereo not given)
    -2.1, -2.0, 6, -2.5, 2.1, -0.8, -7, -1, -13, -2.8, 0.9
#9 Cc1cccc(N(CC(=O)NCCSc2ccccn2)S(=O)(=O)c2ccccc2)c1
    -0.6, 0.6, 2, -0.1, -2.9, -0.9, 6, -4, 0, -1.5, -1.6
#10 COc1cc(NC(=S)NCCO)c(OC)cc1Cl
    -1.4, 0.3, 6, 0.2, -1.3, 2.0, 6, -3, -7, 1.7, 1.5
#11 CC(C(=O)Nc1ccc2c(c1)OCCO2)N(C)Cc1c(F)cccc1Cl (stereo not given)
    -0.5, 0.7, 1, 0.6, -0.9, -1.8, -5, -1, -2, 2.3, 4.5*
#12 CC(=O)NC(CC(=O)Nc1cc(Cl)ccc1-n1cncn1)c1ccccc1 (stereo not given)
    -0.5, 1.6, 3, -1.0, 0.5, 1.6, 8, -2, 0, -2.0, -0.5
#13 CSCC[C@H](NC(=O)NCc1ccccc1F)C(=O)O
    -0.8, 2.3, -4, -0.5, -0.9, -1.6, 2, 2, -2, 2.0, 0.0
#14 O=C1NC(=S)S/C1=C\c1ccc2ccccc2c1
    -1.5, -2.4, -4, 0.4, 1.1, -1.4, -13, -1, -1, 0.9, 0.9
#15 CCN1CCCC1CNC(=O)c1cc(N)ccc1OC (stereo not given)
    -0.9, -2.2, 0, 0.4, -1.4, 0.3, 8, -7, -159, 0.7, .
#16 O=C(COc1ccc(Br)cc1Cl)NC(=O)NCc1ccccc1
    -1.3, -2.4, 0, 0.6, 2.1, -2.0, -1, -2, 0, 0.6, -0.1
#17 COc1ccccc1CNC(=O)C(Cc1c[nH]c2ccccc12)NC(=O)OCc1ccccc1 (stereo not given)
    -1.6, -0.1, -5, -1.2, -5.5, -3.3, -97, -3, 2, -7.0, -2.0
#18 CCCn1nc(NC(=O)C2CCCO2)c2cc3cc(C)ccc3nc21 (stereo not given)
    -1.1, -3.4, -2, 0.9, 6.2, 0.6, 7, -2, i, 3.2, 1.3
#19 CC(=O)c1c(C)[nH]c(C(=O)NC2CCSc3ccccc32)c1C (stereo not given)
    -1.7, 0.0, 5, -3.2, -3.2, -2.7, 3, 1, -8, 0.1, -0.5
#20 COc1cc(NC(=O)CSc2ccc(-c3cccnc3)nn2)cc(OC)c1
    -1.0, -3.3, 2, -0.6, -1.2, 0.7, -4, -1, -6, -3.9, -0.5
#21 O=C1/C(=C/c2cccs2)NC(=S)N1C1CC1
    0.0, -6.9, -5, -0.1, 2.1, -0.1, 11, -1, -2, -0.8, 0.3
#22 COc1cccc(OC)c1C(=O)NC(=S)Nc1ccc2oc(-c3ccncc3)nc2c1
    -1.3, -1.1, 6, 0.0, -0.2, -1.5, -1, -1, 1, -2.0, 0.6
#23 Cc1c(Cl)cccc1NC(=S)NCC(c1cccnc1)N(C)C (stereo not given)
    -0.7, -0.2, -2, -0.1, -0.3, -1.9, 2, -1, 0, 0.5, -1.4
#24 CC(=O)c1cccc(NC(=O)NN2CCN(C)CC2)c1
    -0.4, -1.8, 5, -0.9, 1.2, 1.5, -1, -1, -3, 0.5, 0.8
#25 O=C(NCc1c(Cl)cccc1Cl)c1ccc2nnsc2c1
    -2.1, -1.6, -2, -0.4, 1.0, -1.6, 2, -7, -7, -1.5, 1.1
#26 Cc1ccc(NC(=O)CSc2ccc(-c3ccco3)nn2)c(C)c1
    -1.6, 0.4, 2, -1.4, 1.8, 0.8, 1, -2, -12, 0.7, -0.8
#27 Cc1cc2occ(CC(=O)OCC(=O)Nc3sc4c(c3C#N)CCC(C)C4)c2cc1C (stereo not given)
    -1.2, 1.2, 6, -0.7, 1.7, 1.0, -3, -1, 0, 2.0, 0.5
#28 C[C@H](CO)N1C[C@H](C)[C@@H](CN(C)C(=O)Nc2ccc(C(F)(F)F)cc2)Oc2ccc(NC(=O)Cc3ccccc3)cc2C1=O
    -1.2, 1.6, -4, 1.0, -1.1, -1.5, -34, -3, 3, -1.3, 1.1
#29 C/C(=C/c1oc2ccc(O)cc2c1[N+](=O)[O-])N(C)C
    -0.8, -19, 22*, -0.2, 2.2, -1.5, 3, -4, -31, 0.4, 1.3
#30 COc1ccc(N(CC(=O)N/N=C(\C)c2ccccc2)S(=O)(=O)c2ccccc2)cc1
    -0.5, -1.1, -1, 0.0, -1.8, 0.8, -7, -1, -2, -0.2, 1.3

Next section.
The line under a structure holds: ssDAF12 agonist, PG9 Ab binder, Rev-erbA mod, DAX1 inh-1, hgDAF-12 ag, hcDAF-12 act, HGIII-sPLA2 inh, SMARCA2 activ, PLC-beta3 inh, FXN GAA850 act, DAX1 inh-2
#31 Cc1ccc(NS(=O)(=O)c2cccc3cccnc23)c(Cl)c1
    -0.1, -0.5, -3, 0.3, -1.9, -2.0, -11, -5, -4, 1.8, -1.4
#32 O=C(CN1C(=O)C(=O)N(C2CCCC2)C1=O)Nc1ccc([N+](=O)[O-])cc1
    -0.9, -2.7, -5, -1.3, 0.7, -0.9, -5, 0, 4, -0.6, 0.1
#33 CC(=O)c1cccc(NC(=O)/C=C/c2ccc(S(=O)(=O)N3CCOCC3)cc2)c1
    -1.7, 0.2, -1, -1.3, -1.7, -1.7, 2, -2, -6, 0.2, -1.2
#34 O=C1c2ccccc2C2=Nc3ccccc3SC(c3ccc(Cl)cc3)C12 (stereo not given)
    -0.2, -2.4, -2, -0.1, 4.8, 0.2, 14, -2, 2, 1.5, 0.9
#35 CCOc1ccc(OCc2ccc(C(=O)N3CCc4ccccc4C3)o2)cc1
    -1.6, -0.2, ., 0.1, 2.4, 0.8, -8, 13*, -3, 0.3, -1.6
#36 Fc1ccc(CSc2ncnc3nc[nH]c23)cc1
    -1.3, 0.0, 1, -0.1, -3.7, -1.2, -7, -1, 3, 1.2, 1.3
#37 CN(C(=O)COC(=O)c1cc2ccccc2cc1O)c1ccccc1
    -0.7, 2.2, 0, -0.7, 2.2, -0.6, -8, 0, -81, -1.5, -0.1
#38 CNc1nc(SCC(=O)Nc2ccc(Cl)c(Cl)c2)nc(N2CCOCC2)n1
    -1.3, 0.3, -5, -1.4, -1.9, -0.1, 3, 0, -3, 2.5, 0.2
#39 CCOc1ccc(CCNC(=O)CN2CCN(Cc3ccccc3C)C2=O)cc1OCC
    -1.1, -0.3, 2, -1.4, -1.6, -0.5, 5, -1, 5, -1.4, -1.4
#40 CC(C)(C)CC(=O)NCCCCCCNC(=O)CC(C)(C)C
    -1.5, 0.1, 1, -0.3, -0.6, -2.6, -4, 0, 4, 0.2, -0.5
#41 CC(C)c1cc(NCCCN2CCOCC2)n2c(nc3ccccc32)c1C#N
    -0.9, -2.1, -7, -0.7, 0.1, 0.7, 3, 4, -408, -0.7, 1.1
#42 COC(=O)c1cc2c(c3c4ccccc4n(S(=O)(=O)c4cccc(C)c4)c13)C(=O)N(Cc1ccccc1)C2
    -0.3, 0.6, 0, -1.9, 1.0, 1.4, -4, -6, -7, ., .
#43 CCOCCCNC(=O)c1ccccc1SC
    -0.6, -0.5, -2, 0.3, -0.4, -0.4, -3, -2, 3, -0.1, -0.4
#44 CCCCN(C)S(=O)(=O)c1ccc(C(=O)Nc2nnc(-c3ccco3)o2)cc1
    -2.0, -2.6, -2, -2.0, -1.8, -0.7, -16, -3, -3, -2.1, -0.1
#45 CCOC(=O)C1=C(N)Oc2cc(C)oc(=O)c2C1c1cccnc1 (stereo not given)
    -0.8, -0.3, -1, 0.5, 0.2, -0.7, 1, -3, -2, 2.5, 1.0

An excerpt of these results, as labelled records.
(33) CC(=O)c1cccc(NC(=O)/C=C/c2ccc(S(=O)(=O)N3CCOCC3)cc2)c1
  ssDAF12 agonist: -1.7 | PG9 Ab binder: 0.2 | Rev-erbA mod: -1 | DAX1 inh-1: -1.3 | hgDAF-12 ag: -1.7 | hcDAF-12 act: -1.7 | HGIII-sPLA2 inh: 2 | SMARCA2 activ: -2 | PLC-beta3 inh: -6 | FXN GAA850 act: 0.2 | DAX1 inh-2: -1.2
(32) O=C(CN1C(=O)C(=O)N(C2CCCC2)C1=O)Nc1ccc([N+](=O)[O-])cc1
  ssDAF12 agonist: -0.9 | PG9 Ab binder: -2.7 | Rev-erbA mod: -5 | DAX1 inh-1: -1.3 | hgDAF-12 ag: 0.7 | hcDAF-12 act: -0.9 | HGIII-sPLA2 inh: -5 | SMARCA2 activ: 0 | PLC-beta3 inh: 4 | FXN GAA850 act: -0.6 | DAX1 inh-2: 0.1
